High-throughput results from PubChem.
Salmonella PhoP GFP: PhoP-dependent GFP reporter repression – Salmonella Typhimurium, primary screen (AID 1863); 300,000 tested, 0.16% active; S. Typhimurium PhoP-regulated promoter GFP reporter, 4 h; higher % means a stronger effect; one-dose inhibition, % at 50 µM; IC50 in µM for titrated hits;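 active means inhibition over 29.93%, a cutoff 3 SD above the screen mean, later confirmed by dose response; inconclusive means inhibition over 29.93% but no dose response follow-up; inactive means inhibition at most 29.93% or unconfirmed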;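 further: 0% = low Mg2+ inducing control and 100% = high Mg2+ repressing control; strong numbers were not always called active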
Myeloid diff MLP: promotes myeloid progenitor differentiation. ER-HoxA9 myeloid progenitors, lysozyme-GFP differentiation, flow cytometry. 360,000 tested, 1% active. calls only at 10 µM;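 active means normalized GFP-positive differentiation at or above the plate's own cutoff, the solvent-only control mean plus 3 SD; inconclusive means no clear call, values can overlap the other calls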;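 further: cells exposed to compound for four days before flow analysis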
GPR35 antagonists: inhibition of zaprinast-stimulated GPR35 beta-arrestin translocation – imaging, U2OS, beta-arrestin-GFP, zaprinast agonist, primary screen (AID 2058); U2OS GPR35 beta-arrestin-GFP translocation imaging, zaprinast antagonism; higher % means a stronger effect; one-dose inhibition, % at 10 µM; IC50 in µM for titrated hits; 290,000 tested, 0.052% active;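 active means inhibition of at least 50% with at least 30 cells and total cytoplasm GFP at most 10,000,000; inconclusive means under 30 cells or total GFP of 10,000,000 plus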
HIV fusion peptide: cell-free HIV fusion peptide-binding blockers – biochemical, uHTS, fluorescence dequenching, primary screen (AID 1986); cell-free peptide binding, fluorescence dequenching, 30 min; higher % means a stronger effect; inhibition, % at 20 µM, or IC50 in µM where a hit was titrated; 290,000 tested, 0.3% active; in the data active means inhibition mostly above about 52%, no sharp cut-off; inactive means mostly below about 76%; further: some results filed as inactive read as strong as hits
NTR1 ag: agonists of NTR1, primary screen, imaging, U2OS cells, beta-arrestin-GFP, high content (AID 493036). P30989. NTR1-U2OS beta-arrestin-GFP spot imaging, agonist mode. activation, % at 20 µM. 330,000 tested, 0.17% active;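 active means activation at or above 40% of the spot to cytoplasm intensity ratio, with at least 20 cells analyzed; inconclusive means wells under 20 cells, flagged as cytotoxic or low count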;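 further: 0% = DMSO without peptide and 100% = 100 nM NTR1 peptide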
Target sequence (P30989 whole entry, looked up): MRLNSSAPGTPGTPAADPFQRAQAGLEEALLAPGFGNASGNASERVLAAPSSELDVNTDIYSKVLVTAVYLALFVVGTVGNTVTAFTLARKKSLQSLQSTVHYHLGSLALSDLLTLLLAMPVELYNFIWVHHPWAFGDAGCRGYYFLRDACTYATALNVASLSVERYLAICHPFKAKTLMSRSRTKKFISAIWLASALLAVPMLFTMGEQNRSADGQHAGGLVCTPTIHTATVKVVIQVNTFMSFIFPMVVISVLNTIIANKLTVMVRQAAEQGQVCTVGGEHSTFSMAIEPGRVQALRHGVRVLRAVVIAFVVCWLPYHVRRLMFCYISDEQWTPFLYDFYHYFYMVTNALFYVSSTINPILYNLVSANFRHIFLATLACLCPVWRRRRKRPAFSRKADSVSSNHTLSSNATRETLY
GPR55 LPI antagonism: GPR55 antagonists blocking LPI-driven arrestin recruitment, primary screen, imaging, U2OS, beta-arrestin-GFP, LPI agonist (AID 2013). inhibition, % at 10 µM; hits with a dose series show IC50 in µM. U2OS GPR55 beta-arrestin-GFP translocation imaging, LPI antagonism; higher % means a stronger effect. 290,000 tested, 0.13% active;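 active means spots per cell inhibited over 60%, with over 100 cells counted and total cytoplasm intensity under 500,000; inconclusive means wells with under 100 cells, flagged as likely toxic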;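 further: U2OS cells stably carrying GPR55 and arrestin-GFP stimulated by 5 µM LPI near EC80; imaged beta-arrestin-GFP aggregate spots per cell after agonist stimulation; plate controls were LPI-stimulated DMSO wells for no effect and DMSO wells without LPI for full effect; some results filed as inactive read as strong as hits; confirmed hits need IC50 under 10 µM and bright autofluorescent wells are also inconclusive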
Siah-1 displacement: blockers of Siah-1 interaction with plectin peptide – biochemical, fluorescence polarization, rhodamine-plectin, uHTS, primary screen (AID 1817). Siah-1 / rhodamine-plectin peptide fluorescence polarization; higher % means a stronger effect. displacement, % at 20 µM; hits with a dose series show IC50 in µM. 290,000 tested, 0.02% active;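 active means displacement of at least 50% at 20 µM, with a fluorescence ratio check between 0.3 and a set limit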;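 further: plate controls were Siah plus tracer with DMSO for no effect and tracer alone without Siah for full effect; strong numbers were not always called active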
LYP inhibition: PTPN22 lymphoid phosphatase activity blockers – biochemical, fluorescence intensity, uHTS (AID 1779); recombinant LYP phosphatase, fluorescence intensity; higher % means a stronger effect; inhibition, % at 11.5 µM; hits with a dose series show IC50 in µM; 290,000 tested, 0.054% active; in the data active means inhibition above about 50%;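 further: plate controls were vehicle with enzyme for no effect and no enzyme for full effect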
MgcRacGAP inhibition: MgcRacGAP GTPase-activating activity inhibitors, confirmation, biochemical, ADP Hunter fluorescence; one-dose inhibition, % at 30 µM; IC50 in µM for titrated hits; AID 624330; MgcRacGAP-stimulated Rac1 GTP hydrolysis, ADP Hunter fluorescence; higher % means a stronger effect; GST-tagged Rac1 F28L mutant substrate; 340,000 tested, 0.6% active;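 active means first-screen hits whose inhibition reached a set limit at any dose in the follow-up dose series; inconclusive means inhibition above the set first-screen limit but never retested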;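 further: fluorescence reports GDP produced by GAP-driven GTP hydrolysis; strong numbers were not always called active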
NTR1 ag cell count 20 µM: second read-out of NTR1 ag, no call of its own (marks repeat the call); cell count; measured here: cell count, cytotoxicity flag
Myeloid diff MLP GFP+ MAC1+ %: also measured in Myeloid diff MLP; calls as there; GFP+ MAC1+ double positive, %; measured here: differentiation confirmed by MAC1 staining
* marks the source's active call; other numbers are inactive results; i = inactive; ? = inconclusive; . = not tested or not shown. Compounds were not picked by outcome (roughly 2.4% active in at least one column).

SMILES,Salmonella PhoP GFP,Myeloid diff MLP,Myeloid diff MLP GFP+ MAC1+ %,GPR35 antagonists,HIV fusion peptide,NTR1 ag,NTR1 ag cell count 20 µM,GPR55 LPI antagonism,Siah-1 displacement,LYP inhibition,MgcRacGAP inhibition
Cc1cc(C(=O)N/N=C2\CCCC(C)C2)n[nH]1 (centres undefined),2.1%,i,6.5,4.4%,-2.7%,1.3,45,-0.3%,1.9%,-3.7%,-1.7%
COc1ccc(-c2coc3cc(O)ccc3c2=O)cc1OC,5.0%,i,1.3,3.0%,44.2%,0.8,69,-1.1%,4.6%,-3.3%,5.4%
CCc1cc(C(=O)Nc2cc(S(=O)(=O)N(C)C)ccc2C)sc1C,-6.6%,i,0.6,5.1%,-1.4%,1.5,60,10.9%,2.5%,1.0%,7.1%
Cc1ccc2c(c1)N(Cc1ccccn1)C(=O)C(C)O2 (centres undefined),9.9%,i,0.7,13.8%,25.4%,-0.1,70,3.5%,-1.8%,-1.3%,0.5%
CC1(C)Cc2cccc(Oc3cc(NN4CCCCC4)c([N+](=O)[O-])cc3[N+](=O)[O-])c2O1,-4.5%,i,0.9,-1.1%,0.1%,-0.8,48,-0.3%,3.6%,-10.7%,5.7%
Cc1cccnc1NC(=O)Nc1ccc(Cl)cc1,-3.0%,i,0.6,1.4%,1.3%,0.0,61,-1.8%,0.2%,-5.2%,2.8%
COCCCNC(=O)C(=O)NCC(c1ccco1)N1CCN(c2ccc(OC)cc2)CC1 (centres undefined),-2.5%,i,1.0,9.4%,-1.4%,0.8,62,-1.2%,0.7%,-7.2%,3.9%
O=C(COC(=O)c1cc(=O)[nH]c2ccccc12)c1cccs1,.,i,0.2,7.1%,-0.4%,1.3,32,3.1%,1.8%,-0.7%,5.5%
O=C(COC(=O)/C=C/c1ccccc1[N+](=O)[O-])NCC(F)(F)F,5.0%,i,0.3,-5.5%,-1.0%,2.5,41,5.6%,2.5%,2.9%,3.4%
Cc1ccc(S(=O)(=O)N(CC(=O)NCc2ccncc2)Cc2ccc(F)cc2)cc1,9.6%,i,1.4,0.9%,0.6%,-1.7,33,-5.1%,4.8%,-5.9%,6.2%
COc1cc(C(=O)NNC(=O)Nc2ccc([N+](=O)[O-])cc2)cc(OC)c1OC,-3.0%,i,0.1,-2.7%,-1.1%,-0.2,40,8.9%,12.8%,1.4%,2.2%
Cc1ccc(NC(=S)NCc2cccs2)cc1,16.6%,i,0.6,-5.5%,8.7%,0.4,46,7.2%,-1.5%,3.9%,-4.0%
O=C(O)CC1NC(=O)N(C2CCCCC2)C1=O (centres undefined),-5.3%,i,0.3,-11.5%,0.7%,-0.9,48,6.6%,-5.0%,-3.9%,0.7%
CCN(Cc1ccccc1)C(=O)c1cccc(S(=O)(=O)N2CCN(Cc3ccccc3)CC2)c1,-5.1%,i,1.1,.,.,0.7,65,.,.,.,9.1%
COc1cc(/C=N/NC(=O)c2ccc(CN3c4cccc5cccc(c45)S3(=O)=O)cc2)cc(OC)c1O,-1.6%,i,0.4,0.7%,0.5%,3.8,85,-10.0%,-0.3%,2.0%,.
CC(C)CNC(=O)c1cccc(NC(=O)c2ccco2)c1,4.7%,i,4.5,-8.2%,-0.6%,-0.3,54,-5.5%,5.2%,-6.2%,5.0%
CC(C(=O)N(C)C1CCS(=O)(=O)C1)N1C(=O)/C(=C/c2cccs2)SC1=S (centres undefined),-5.0%,i,2.4,-6.2%,0.2%,0.9,68,-5.6%,6.6%,-7.2%,8.6%
COc1ccccc1NC(=O)c1c(NC(=O)CCC(=O)O)sc2c1CCCCC2,-10.8%,i,0.1,7.7%,3.7%,-0.5,64,3.6%,-2.3%,-5.6%,10.6%
CC1CCN(C(=O)CSc2nnc(CNC(=O)c3ccc(S(=O)(=O)N(C)C)cc3)o2)CC1,-4.5%,.,.,7.8%,1.8%,0.9,55,3.7%,9.2%,-7.3%,7.5%
Cc1ccc(CN2CCN(/N=C/C=C/c3ccccc3[N+](=O)[O-])CC2)cc1,-7.4%,i,0.7,18.3%,-2.4%,2.1,36,15.1%,-6.0%,-0.3%,-1.2%
Cc1ccc2c(c1)C(=O)C(=O)N2CC(=O)Nc1ccc(N2CCOCC2)cc1,-2.1%,i,0.3,32.3%,-2.4%,7.2,54,14.6%,-9.1%,-2.9%,5.7%
CCCCOc1ccc2c(C)cc(=O)oc2c1OCCCC,-5.0%,i,0.9,-4.3%,1.1%,10.3,72,-0.9%,-2.8%,5.4%,8.8%
Fc1cccc(CN2CCN(Cc3nc(CCc4ccccc4)no3)CC2)c1,-2.0%,i,0.2,6.7%,-0.4%,-1.2,58,15.0%,2.3%,-5.6%,4.7%
CC1(C)N=C(c2ccc(Cl)cc2)C(=O)N1,-3.5%,i,1.1,9.7%,-2.7%,0.7,83,13.6%,0.5%,-9.6%,6.5%
COC(=O)c1cc(Br)c(=O)n(-c2ccccn2)c1,3.2%,i,1.6,-7.2%,3.3%,1.0,52,-2.9%,1.1%,-6.1%,-3.0%
Cc1ccc(NC(=O)CN(C)CC(=O)Nc2ccc(F)c(F)c2F)c(Cl)c1,-1.6%,i,0.5,0.4%,0.7%,-1.0,51,2.9%,3.2%,-3.2%,5.1%
O=C(Cn1nc(Cc2cccnc2)c2ccccc2c1=O)NCC1CCCO1 (centres undefined),4.2%,i,1.6,1.1%,0.7%,-1.8,89,14.5%,4.8%,-3.4%,8.3%
CCOC(=O)N1CCC(NC(=O)c2ccc(OC)c(CN3CC(=O)N4CCCC4C3=O)c2)CC1 (centres undefined),-10.6%,i,0.7,7.2%,-1.5%,-0.1,78,18.3%,-2.7%,-3.6%,5.8%
COc1ccccc1CNC(=O)CCNS(=O)(=O)c1cc(Br)cnc1N,11.6%,i,0.7,-2.0%,1.3%,0.4,65,3.1%,4.6%,-10.4%,9.7%
O=C(COc1ccccc1F)NCc1ccc(-n2cccc2)cc1,-6.2%,i,0.9,17.7%,-1.0%,0.4,51,4.6%,-1.5%,-4.1%,3.0%
CN1CCN(CCC(=O)N/N=C/c2cc([N+](=O)[O-])ccc2O)CC1,18.8%,i,0.8,.,3.7%,0.3,61,-0.5%,-2.5%,-0.5%,25.7%
CCOC(=O)c1cn(-c2c(C)n(C)n(-c3ccccc3)c2=O)c2c(F)c(F)c(F)cc2c1=O,-3.1%,?,.,-2.9%,-1.5%,-0.7,48,0.0%,1.3%,4.8%,.
Nn1c(=S)[nH]nc(Cc2ccc(O)cc2)c1=O,9.0%,i,0.2,6.6%,-0.6%,1.2,40,-7.4%,-0.3%,2.9%,16.2%
O=C(CSc1nnc(-c2ccc(OC(F)F)cc2)o1)NC(=O)NCc1ccco1,-24.8%,.,.,10.1%,3.8%,-0.1,56,3.4%,11.3%,-2.3%,17.1%
CCCCc1cc(=O)oc2c(CN3CCCC3)c(O)c(Cl)cc12,-4.0%,i,1.2,19.6%,32.1%,-0.8,82,-17.3%,0.6%,-41.8%,0.9%
COc1ccc(Cn2nnnc2C(c2cc3cc(C)ccc3[nH]c2=O)N2CCOCC2)cc1 (centres undefined),-8.1%,i,7.6,-5.8%,-1.0%,1.6,70,-3.1%,0.7%,-6.7%,8.5%
CCn1cc(C(=O)NCc2ccc(Cl)cc2)c(=O)c2cc(S(=O)(=O)N(C)C)ccc21,.,i,0.4,-9.8%,-1.0%,2.7,109,-9.6%,-2.7%,3.5%,.
CCOC(=O)c1sc(NC(=O)/C=C/c2ccc(F)cc2)nc1C,-0.5%,i,0.5,12.3%,2.9%,-1.3,40,1.0%,-1.5%,6.6%,-0.5%
CN(C(=O)COc1ccccc1C(=O)NCCc1ccccc1)c1ccccc1,-0.9%,i,1.1,4.5%,-1.6%,1.0,64,6.9%,0.9%,-4.6%,4.8%
Cc1nc(N2CCOCC2)nc2c1CCCC2,-7.5%,i,0.6,8.3%,-1.0%,-0.9,48,2.7%,-1.5%,-6.8%,4.4%
CC1CCc2[nH]nc(C(=O)O)c2C1 (centres undefined),-4.2%,i,2.1,-2.3%,2.9%,-1.5,76,2.4%,4.2%,-5.0%,3.2%
O=[N+]([O-])c1c(NCCCO)cc(SCc2ccco2)c2nonc12,3.9%,i,0.9,-17.8%,59.5%,17.6,64,25.5%,47.7%,-0.6%,8.6%
COc1ccc(CCCc2n[nH]c(=S)n2C)cc1C,3.9%,i,0.7,-14.3%,2.2%,-0.8,48,-0.7%,4.4%,-3.9%,10.9%
O=S(=O)(NCCC1=CCCCC1)c1cccc(S(=O)(=O)N2CCOCC2)c1,8.5%,i,0.0,19.6%,-2.6%,3.0,58,-14.2%,-2.8%,-6.6%,0.2%
CCOC(=O)c1cnc2cc(C)nn2c1-c1ccccc1,1.5%,i,0.3,-4.9%,0.5%,8.8,71,16.6%,4.8%,-8.5%,9.5%
C/C(=N\NC(=O)c1ccccc1)c1cccc(Br)c1,2.8%,i,0.2,-6.3%,2.5%,0.6,24,16.7%,1.7%,-3.7%,2.8%
CCOC(=O)c1nn(-c2c(C)n(C)n(-c3ccccc3)c2=O)cc1O,-1.2%,i,0.7,10.8%,2.4%,0.4,39,3.2%,9.8%,-7.7%,11.8%
Cc1cc(C)c(-n2c(C)cc(/C=C3/NC(=O)NC3=O)c2C)c(C)c1,2.9%,.,.,11.5%,-1.5%,7.4,67,4.4%,1.1%,3.9%,.
O=C(NCCn1ccc2ccccc21)C1CCCCC1,-9.2%,i,2.2,-2.7%,-1.2%,-0.2,77,1.2%,24.6%,2.9%,11.8%
COCCn1cnc2c1c(=O)n(CC(=O)NN)c(=O)n2Cc1ccccc1,4.5%,i,0.9,-7.7%,-0.2%,-2.3,74,3.2%,-2.0%,-12.9%,6.0%
O=C(C1=C[C@@H](c2ccc(C(F)(F)F)cc2)C[C@@H](OCCCCO)O1)N1CCN(Cc2ccc3c(c2)OCO3)CC1,6.9%,i,1.1,-18.0%,-1.5%,-0.3,107,-3.0%,3.5%,-3.7%,2.0%
O=S(=O)(Nc1ccc(-c2nc3cccnc3s2)cc1)c1ccc(Cl)s1,1.3%,i,0.9,0.1%,14.6%,4.0,100,4.7%,9.4%,-10.4%,3.7%
